Assay outcomes (PubChem BioAssay)
BaF3 tox = parental Ba/F3 viability inhibition as JAK2V617F counter-screen | CellTiter-Glo ATP luminescence | inhibition, % at 5.6 µM | 1.1% of 220,000 active;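 active = inhibition above a per-campaign cutoff, the mean inhibition of all tested compounds plus 3 SD, cut at about 27% in these data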;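 note: 0% = DMSO wells and 100% = JAK Inhibitor I control wells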
NPY-Y2 PAM-ag = potentiators or agonists of human neuropeptide Y receptor Y2. cells expressing NPY-Y2, potentiator/agonist read-out. activation, % at 3.6 µM. 0.45% of 220,000 active; in the data active = activation above about 27%;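 note: cells stimulated with NPY near EC25 plus isoproterenol at EC100; 0% = vehicle plus submaximal agonist and 100% = vehicle plus saturating agonist; some results beyond the cut were filed as inactive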
S1P4 antag = blocks the human S1P4 receptor; O95977; S1P4-expressing cells, antagonist mode, reporter read-out; inhibition, % at 4.98 µM; 0.26% of 220,000 active; in the data active = inhibition above about 29%;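 note: 0% = wells stimulated with agonist and 100% = vehicle wells without agonist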
Runt-CBFb FRET = inhibitors of human RUNX1 Runt domain binding to CBFb; inhibition, % at 20 µM; 0.46% of 220,000 active; AID 1496; Cerulean-Runt/Venus-CBFb FRET ratio 530/480, 1 h;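 active = inhibition over about 50% at 20 µM in the single-dose screen, limit read from the data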;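 note: 0% = DMSO wells and 100% = excess unlabeled CBFb competitor control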
Target sequence (Q01196 whole entry, looked up, the tested form may be a part): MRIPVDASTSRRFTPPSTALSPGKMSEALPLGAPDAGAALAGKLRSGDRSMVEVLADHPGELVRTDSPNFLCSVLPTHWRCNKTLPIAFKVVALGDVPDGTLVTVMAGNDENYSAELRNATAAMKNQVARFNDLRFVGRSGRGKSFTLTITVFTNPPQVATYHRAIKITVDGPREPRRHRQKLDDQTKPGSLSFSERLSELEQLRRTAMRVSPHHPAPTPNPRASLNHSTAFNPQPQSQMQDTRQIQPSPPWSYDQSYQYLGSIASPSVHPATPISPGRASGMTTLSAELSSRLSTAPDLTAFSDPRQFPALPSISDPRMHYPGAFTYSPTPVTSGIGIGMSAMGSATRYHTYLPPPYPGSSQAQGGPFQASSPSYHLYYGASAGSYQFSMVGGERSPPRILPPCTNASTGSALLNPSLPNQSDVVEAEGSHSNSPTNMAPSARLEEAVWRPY
Target sequence (Q13951 whole entry, looked up, the tested form may be a part): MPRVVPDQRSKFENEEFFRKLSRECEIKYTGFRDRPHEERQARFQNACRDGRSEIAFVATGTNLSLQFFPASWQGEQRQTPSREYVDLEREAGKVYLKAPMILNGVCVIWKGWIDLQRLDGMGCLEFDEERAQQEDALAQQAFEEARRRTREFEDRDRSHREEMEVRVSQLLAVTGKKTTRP
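Measured by: fluorescence energy transfer, 422 nm excitation, 530/480 nm emission; test system: Cerulean-tagged RUNX1 Runt domain (FRET donor) fusion protein; buffer or medium: Tris pH 7.5 buffer with BSA; compound: one dose, 20 µM compound, 1% DMSO; times: two 1 h room-temperature incubations shielded from light; benchmarks: unlabeled CBFb 5 µM, positive control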
NPY Y1 blocker = antagonists of human neuropeptide Y receptor Y1. 1% of 200,000 active. AID 1040. inhibition, % at 3.6 µM. HEK293-CNG Y1 cells, membrane potential fluorescence; NPY at EC95, then isoproterenol;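 active = inhibition above the campaign mean inhibition of all tested compounds plus 3 SD, cut at about 20% in these data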;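 note: 0% = DMSO wells given NPY plus isoproterenol and 100% = isoproterenol alone without NPY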
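Benchmarks – high control isoproterenol alone, low control NPY with isoproterenol · Material – HEK293 Y1/CNG channel cell line · Times – dye 3 h, compound 60 min room temperature, stimulation 45 min · Probe or stimulus – NPY (25 nM), isoproterenol (1 µM), Ro 20-1724 (25 µM) · Evaluation – % inhibition of NPY effect · Signal – fluorescence, membrane potential probe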
RBBP9 inhibitor = inhibitors of human serine hydrolase RBBP9 | recombinant RBBP9, FP-Rh probe fluorescence polarization | 0.2% of 220,000 active | O75884 | inhibition, % at 7.94 µM;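 active = inhibition above the campaign mean of all tested compounds plus 3 SD, cut at about 14% in these data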;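 note: plate controls were DMSO wells with RBBP9 for no effect and wells lacking RBBP9 protein for full effect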
Target sequence (O75884 whole entry, looked up): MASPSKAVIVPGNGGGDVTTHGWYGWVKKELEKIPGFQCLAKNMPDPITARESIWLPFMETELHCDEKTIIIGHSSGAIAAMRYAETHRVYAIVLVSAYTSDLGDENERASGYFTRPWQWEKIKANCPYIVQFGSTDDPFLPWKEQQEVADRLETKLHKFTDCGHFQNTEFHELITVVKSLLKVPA
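Controls: DMSO-treated enzyme wells and wells lacking RBBP9 | Material: RBBP9 protein | Technique: Fluorescence polarization | Replication: Single well per compound, no replicates | Buffer or medium: Tris-NaCl-Pluronic buffer, pH 8.0 | Timing: 30 min compound preincubation, 45 min probe labeling, 25 °C | Read-out basis: Percent inhibition from mP, scaled between DMSO and no-protein wells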
S1P4 ag = agonists of human S1P4 receptor. 0.35% of 220,000 active. S1P4-expressing cell line, agonist reporter assay. AID 1509. activation, % at 4.98 µM; in the data active = activation above about 11%;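 note: 0% = DMSO vehicle and 100% = reference agonist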
Ba/F3 V617F tox = reduce viability of Ba/F3 cells dependent on JAK2V617F | inhibition, % at 5.6 µM | 1.1% of 220,000 active | AID 1446 | Ba/F3 EpoR-JAK2V617F viability, ATP luminescence;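 active = inhibition above the campaign mean plus 3 SD over all tested compounds, cut at about 24% in these data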;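 note: cytokine-independent growth of Ba/F3 cells driven by EpoR plus mutant JAK2; 0% = DMSO-treated cells and 100% = JAK inhibitor I control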
NPY1 pot ag = potentiates or activates human NPY-Y1 receptor; P25929; 0.37% of 220,000 active; NPY-Y1 expressing cells, potentiator/agonist activation; activation, % at 3.6 µM; in the data active = activation above about 33%, passing the limit was not always enough;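 note: cells stimulated with NPY at EC10 then isoproterenol at EC100; 0% = low agonist plus stimulus and 100% = saturating agonist plus stimulus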
Active calls of the source: *; nt = no result given.

Structure	NPY Y1 blocker	Runt-CBFb FRET	Ba/F3 V617F tox	S1P4 antag	RBBP9 inhibitor	NPY1 pot ag	BaF3 tox	S1P4 ag	NPY-Y2 PAM-ag
N#CC1(c2ccccc2)CCCN1C(=O)c1ccco1 (configuration not stated)	0	3	-4	-16	-1	-12	-3	1.9	9
O=C(O/N=C1/CCSc2ccccc21)c1ccccc1	13	1	-1	-30	-3	11	5	0.5	-5
CCOC(=O)c1c(CN(C)C)n(-c2ccc(C)cc2)c2cc(Br)c(O)cc12	8	1	4	-1	3	-35	7	-1.1	-20
CC(Sc1nnc2c(n1)C1(C)CCC2C1(C)C)C(=O)Nc1ccccc1 (configuration not stated)	3	-3	0	-16	-2	-17	8	-1.2	-19
CC(=O)N1CCN(c2ncnc3sc(-c4ccccc4)cc23)CC1	6	-4	2	-14	-1	-9	7	2.3	18
COCCNC(=O)NC(=O)COC(=O)c1cc([N+](=O)[O-])ccc1Sc1nc(C)cs1	-1	-30	-2	-9	-7	-1	4	0.1	6
Cc1nn2c(C)c(C(=O)Nc3ccccc3)cnc2c1-c1ccccc1	nt	-1	0	12	-7	-11	-1	0.1	-24
N#C/C(=C\c1ccc(C#N)cc1)C(=O)N1CCCC1	-4	0	1	-1	0	-9	5	3.3	5
CC1=C(C#N)C(c2ccc(O)cc2)C2=C(CCCC2=O)N1 (configuration not stated)	2	1	-3	-23	5	-2	1	-0.1	-7
COC(=O)c1ccc(-c2ccco2)n1Cc1cc(C)ccc1C	3	-3	-3	-29	-12	13	3	0.4	7
Cc1nc(-c2ccccc2)sc1C(=O)O	6	-2	-1	-1	-5	3	0	1.6	4
Cc1occc1-c1n[nH]c(=S)n1C	9	2	3	-7	-9	-12	3	-0.9	-9
Cc1nc(N)[nH]c(=O)c1CCC(=O)OCC(C)C	4	-1	3	7	4	-3	5	0.7	1
Cc1[nH]c2ccccc2c1C(=O)CNc1nccs1	-5	-2	-3	-15	-8	21	0	1.1	-1
Cc1ccc(CC(=O)NCC(c2ccco2)N(C)C)cc1C (configuration not stated)	6	0	5	-4	-1	3	6	1.4	-29
CC(C)c1ccccc1NC(=O)COC(=O)/C=C/c1cccc([N+](=O)[O-])c1	2	0	0	-6	-3	-5	4	-0.2	2
Cc1cc(NC(=O)c2ccccc2)n(-c2ccccc2)n1	-1	1	-5	5	-12	5	-1	1.8	9
CCOC(=O)C1CCCCN1Cc1cccc(OC)c1OC (configuration not stated)	-1	2	-3	-13	-3	-11	3	0.9	-4
COc1ccc(/C=C/C(=O)NCc2ccc(F)cc2)cc1S(=O)(=O)N1CCOCC1	nt	4	-3	5	-1	7	6	-1.5	-10
O=C(CCCc1c[nH]c2ccccc12)N1CCN(c2ccc(N3CCOCC3)nn2)CC1	3	2	1	-7	-11	4	7	-1.0	7
CN(C(=O)CSC1=Nc2ccccc2C2=NC(c3ccccc3)C(=O)N12)C1CCCCC1 (configuration not stated)	0	-1	2	7	7	-20	8	1.3	-10
Cc1ccc(Nc2n[nH]c(C)c2[N+](=O)[O-])cc1	-6	0	0	-7	-5	-10	6	-0.5	4
COC(=O)c1cc2occc2n1Cc1nc(-c2cccc(Cl)c2)oc1C	-3	-4	0	-9	-10	10	6	-0.1	-1
CN1C(=O)CC(N2CCN(C(=O)c3ccccc3)CC2)C1=O (configuration not stated)	0	1	0	4	-6	11	2	0.6	5
COc1ccc(CN(C(=O)Cn2nnc(-c3ccc(C)o3)n2)C(C(=O)NCC2CCCO2)c2ccco2)cc1 (configuration not stated)	1	nt	-5	0	-1	11	4	0.2	1
Cc1nnsc1C(=O)N/N=C/c1ccccc1	3	2	-4	-8	2	0	4	0.9	8
COC(=O)c1ccc(N2CCN(S(=O)(=O)c3ccc(C)cc3)CC2)c([N+](=O)[O-])c1	-1	-2	1	0	-6	-21	9	-2.9	-8
O=C(Nc1ccccc1C(=O)N/N=C/c1ccc(O)cc1)c1ccccc1	nt	0	2	5	-14	-1	2	0.5	22
Cc1ccc(NC(=O)Cn2nc(-c3ccccc3Cl)ccc2=O)c(Br)c1	1	-2	-4	-7	-7	4	1	0.8	-6
Cc1ccc(NC(=O)CSc2nccn2Cc2ccccc2)cc1C	1	-3	-1	-29	5	-8	3	-0.3	-15
COCCOC(=O)c1c(C)oc2ccc(NS(=O)(=O)c3ccc(F)cc3)cc12	nt	0	-4	0	-6	19	2	-2.0	-12
COC(=O)c1cccc(OCC(O)Cn2cnc3cc(C)c(C)cc32)c1 (configuration not stated)	5	-4	-3	-11	5	-10	3	-0.4	-16
O=C(c1cc(C(=O)NCCc2ccccc2)c(=O)n(CCc2ccccc2)c1)c1cc(Cl)ccc1O	-6	0	0	-3	-8	14	5	0.2	10
COC(=O)c1ccccc1S(=O)(=O)N(CCCN1CCOCC1)Cc1cccs1	0	0	-3	-8	1	-33	4	0.7	-6
Cc1cccc(Nc2nc(NCc3ccco3)nc(N)c2[N+](=O)[O-])c1	nt	-2	-4	-1	-5	14	1	-0.1	-5
COc1cc(C(=S)N2CCOCC2)ccc1OC(=O)Cc1ccc(F)cc1	-1	-3	0	0	4	-8	3	3.3	-2
O=C(CNS(=O)(=O)c1cccc(C(F)(F)F)c1)Nc1ccccc1F	4	0	-3	-3	-9	1	2	1.2	-3
O=C(Nc1ccccc1F)c1ccn[nH]1	7	2	3	-8	-3	13	0	1.9	-3
COc1ccc(/C=C/c2nnc(NC(=O)C(C)(C)C)s2)cc1	nt	-2	-1	11	3	19	-7	1.2	4
Cn1cnc([N+](=O)[O-])c1Sc1ncn[nH]1	nt	-2	1	6	-6	11	-3	0.1	-4
CCc1c(C(C)=O)oc2ccc3c(C)cc(=O)oc3c12	nt	-2	3	4	-1	14	-4	1.6	16
CCC(=O)Nc1ccc2c(c1)nc1n2CCN(C2CCCCC2)C1	-1	nt	-4	-1	11	16	-3	0.0	4
Fc1ccc(NCc2cccnc2)cc1F	-1	-1	1	-6	-2	-4	8	0.3	3
Cc1ccc(S(=O)(=O)NCC2(c3ccccc3)CCOCC2)cc1	-1	0	3	-13	-4	-6	7	-0.1	-13
CCOC(=O)CCCNC(=O)COC(=O)[C@@H]1CCCN1S(=O)(=O)c1ccc(Cl)cc1	1	1	-4	-20	0	8	2	-0.4	10
CC1CN(C(=O)/C=C/c2cccc([N+](=O)[O-])c2)CC(C)O1 (configuration not stated)	6	nt	0	1	6	0	-1	-0.3	4
COC(=O)c1[nH]c2ccc(C)cc2c1NC(=O)NC1CCCCC1	-1	1	0	-6	-9	5	4	-0.3	-1
Cc1ccccc1NC(=O)COc1ccc(Br)cc1C	13	-2	-2	-1	6	-20	4	4.2	-15
Cc1nn(C(C)C(=O)NCC2CCCO2)c(=O)c2cc3occc3n12 (configuration not stated)	-4	1	-2	-3	-1	18	2	-0.9	-6
CC(C)(C)NC(=O)C(c1ccc(O)cc1)N(C(=O)Cn1nnc(-c2ccc(F)cc2)n1)c1ccccc1F (configuration not stated)	-1	1	-3	-1	-13	52*	5	-1.0	-6
COc1ccc(N2CCN(c3nc(Cl)nc(Nc4ccc(F)cc4)n3)CC2)cc1	-1	1	-6	-16	2	9	-1	1.5	13
Cc1ccc2ncnc(Oc3ncccc3[N+](=O)[O-])c2c1	nt	-1	2	10	-1	-15	-1	0.8	-20
CC(=O)Nc1ccc(S(=O)(=O)Nc2nc3ccc(C)cc3s2)cc1	-4	-1	0	-8	-3	3	6	1.6	-23
C=CCn1c(SCc2cccnc2)nnc1-c1ccncc1	-2	0	2	-7	-4	-7	4	0.2	12
CCCCN1C(=S)NC[C@@H]1c1ccccc1	-4	0	0	1	-9	11	-3	1.2	-4
COc1ccc(NC(=O)Nc2ncn(Cc3cccc(C(F)(F)F)c3)n2)cc1OC	6	-4	-2	-22	0	-39	2	2.2	-10
CCCCNC(=O)OC(C)CNC(=O)Oc1cccc(C)c1 (configuration not stated)	2	2	-3	-26	-5	-3	1	-0.3	0
O=C(/C=C/c1cccc([N+](=O)[O-])c1)c1ccc2c(c1)OCCO2	3	5	4	-5	-8	-15	9	1.5	-2
Cc1ncsc1CCOC(=O)c1ccc(Cl)cc1	-1	1	3	-4	-6	8	9	11	-1
Cc1cc(Cl)c(OCCOCCN2CCC(C)CC2)c(Br)c1	10	-1	-2	-18	-6	-35	1	-2.0	0

(continued)
Structure	NPY Y1 blocker	Runt-CBFb FRET	Ba/F3 V617F tox	S1P4 antag	RBBP9 inhibitor	NPY1 pot ag	BaF3 tox	S1P4 ag	NPY-Y2 PAM-ag
Cc1ccc(C(=O)N(C)CC(=O)Nc2ccc(F)c(F)c2F)o1	9	0	-1	-1	-8	12	6	2.3	0
Cc1ccccc1-n1c([C@@H]2C[C@H]2c2ccccc2)n[nH]c1=S	nt	6	-3	4	2	-6	3	-1.4	-15
O=C(CCc1nc(-c2ccc(Cl)cc2)no1)OCc1ccc(Br)cc1	7	nt	-3	-16	-1	-46	0	3.1	-11
CC(=O)c1[nH]c(C)c(C(C)=O)c1C	-1	0	-2	-55	-8	4	1	1.1	-26
Cc1cc(=O)n2nc(N3CCCC(C(=O)NCc4ccco4)C3)sc2n1 (configuration not stated)	-1	1	-1	9	0	-3	7	-2.1	-9
C/C(=N\NC(=O)C(C)Sc1ccccc1)C(C)(C)C (configuration not stated)	5	-4	4	10	-5	-5	0	-0.3	-12
O=C(NCC1CCCO1)c1cn(-c2ccccc2)nc1-c1ccccc1 (configuration not stated)	0	0	-6	16	7	9	0	-0.9	-34
c1ccc(C(Cc2nc(-c3ccncc3)no2)c2ccccc2)cc1	3	-3	-1	-15	0	38	6	1.2	42*
CC(=O)NC1=NN(C(C)=O)C2(CCCC2)S1	3	1	3	-1	-7	3	4	-1.7	-14
CCCNC(=O)NC(=O)COc1c(F)c(F)cc(F)c1F	2	-9	2	-1	-7	-29	7	-1.0	-16

Reformatted with values under each structure: 3 of the compounds above
Results follow in this order: NPY Y1 blocker	Runt-CBFb FRET	Ba/F3 V617F tox	S1P4 antag	RBBP9 inhibitor	NPY1 pot ag	BaF3 tox	S1P4 ag	NPY-Y2 PAM-ag
> C/C(=N\NC(=O)C(C)Sc1ccccc1)C(C)(C)C (configuration not stated)
 : 5	-4	4	10	-5	-5	0	-0.3	-12
> O=C(NCC1CCCO1)c1cn(-c2ccccc2)nc1-c1ccccc1 (configuration not stated)
 : 0	0	-6	16	7	9	0	-0.9	-34
> c1ccc(C(Cc2nc(-c3ccncc3)no2)c2ccccc2)cc1
 : 3	-3	-1	-15	0	38	6	1.2	42*
